inhibitors of VEEV = inhibitors of VEEV TC-83 cytopathic effect, confirmation, Vero cells (AID 588727); one-dose inhibition, % at 20 µM; IC50 in µM for titrated hits; 0.13% of 350,000 active; Vero cells, VEEV TC-83 cytopathic effect inhibition; higher % means a stronger effect; in the data active = a potency from the dose series; inconclusive = inhibition mostly from about 14% at the one dose, without a potency; inactive = the rest, 99 in 100 with inhibition below about 12%; note: strong numbers were not always called active
influenza NS1A = NS1A inhibition, H1N1 influenza, cell based functional assay (AID 504329). NS1A functional cell-based assay, percent inhibition; higher % means a stronger effect. inhibition, % at 12.5 µM; hits with a dose series show IC50 in µM. 0.3% of 340,000 active; in the data active = a potency from the dose series; inconclusive = inhibition above about 27% without an active follow-up result; note: strong numbers were not always called active
M. tuberculosis HTS = M. tuberculosis growth inhibition, HTS (AID 449762); M. tuberculosis H37Rv growth inhibition, 7H9 media; higher % means a stronger effect; inhibition, % at 25 µM; hits with a dose series show IC50 in µM; 0.59% of 330,000 active; in the data active = a potency from the dose series; inconclusive = inhibition above about 70% without an active follow-up result;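 note: bacterial growth assessed after seven days of incubation; strong numbers were not always called active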
Salmonella PhoP GFP = Inhibition of PhoP regulon, Salmonella typhi GFP reporter cells, confirmation, 4 h (AID 1850); inhibition, % at 50 µM, or IC50 in µM where a hit was titrated; Salmonella Typhi PhoP-promoter GFP reporter, fluorescence, 4 h; higher % means a stronger effect; 0.33% of 310,000 active; in the data active = a potency from the dose series; inconclusive = inhibition mostly from about 25% at the one dose, without a potency; inactive = the rest, 99 in 100 with inhibition below about 19%;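 note: 0% = induced wells with vehicle and 100% = uninduced wells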
M. tuberculosis = growth inhibition of non-replicating M. tuberculosis (AID 488890). Mycobacterium tuberculosis non-replicating, growth inhibition; higher % means a stronger effect. one-dose inhibition, % at 25 µM; IC50 in µM for titrated hits. 0.39% of 320,000 active; in the data active = a potency from the dose series; inconclusive = inhibition mostly from about 82% at the one dose, without a potency; inactive = the rest, 99 in 100 with inhibition below about 76%;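 note: plate controls were DMSO cells for no effect and high antibiotic wells for full effect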
Active calls of the source: *; i = inactive; ? = inconclusive; · = no result given.

canonical_smiles | inhibitors of VEEV | influenza NS1A | M. tuberculosis HTS | Salmonella PhoP GFP | M. tuberculosis
Cc1ccc(C2(C)CC(C)(C)N(C(=O)CSc3nnc(C)s3)c3ccccc32)cc1 (configuration not stated) | 1.9% | 19.2% | 1.3% | 2.6% | 27.4%
O=C(/C=C/c1ccco1)N(Cc1cccc(F)c1)C1CCS(=O)(=O)C1 (configuration not stated) | 0.8% | 1.8% | -1.1% | 4.1% | 2.6%
COCCSc1nnc(NC(=O)CCS(=O)(=O)c2ccccc2)s1 | i | -0.5% | 0.2% | 0.3% | ?
COc1cccc(-c2nc(-c3ccccc3)nc(N3CCN(C)CC3)c2C#N)c1 | 6.4% | 4.9% | ? | 10.6% | 27.9%
COc1cccc(CC(=O)Nc2nc(C)cs2)c1 | 2.3% | -0.4% | -3.1% | -6.1% | 10.8%
c1ccc(CSc2ncnc3c2ncn3C2CCCCO2)cc1 (configuration not stated) | 4.1% | -7.9% | · | · | ·
COc1ccc2cc3cc(C(=O)N4CCN(c5ccccc5)CC4)oc3nc2c1 | 0.8% | -1.1% | 5.1% | -14.5% | 13.4%
CN(C(=O)COc1ncnc2c1cnn2-c1ccccc1)C1CCCCC1 | 1.3% | 9.2% | -0.6% | 4.4% | 0.8%
COc1cccc(OC)c1OCCN(C)C | 0.9% | -4.2% | -3.9% | 2.6% | -2.1%
O=C(O)c1cccc(NS(=O)(=O)c2ccc(NC(=O)c3ccco3)cc2)c1 | 2.2% | · | 13.4% | -2.0% | -2.0%
CCCn1c(=O)c(C(=O)NNS(=O)(=O)c2ccc(NC(=O)OC)cc2)c(O)c2ccccc21 | 0.7% | 11.5% | 6.7% | -0.6% | 14.4%
Cc1ccc2cc(CCNC(=O)c3ccc4c(c3)OCO4)c(=O)[nH]c2c1C | 9.0% | -1.4% | -3.3% | 2.1% | -7.2%
Cc1cc(NC(=O)Nc2ccc(Cl)c(Cl)c2)no1 | 3.3% | -21.4% | 7.9% | -6.6% | -0.3%
Cc1oc(-c2cccc(Cl)c2)nc1CSCC(=O)O | 0.7% | 4.7% | -10.2% | -4.8% | ·
Cc1cccn2c(=O)c3cc(C(=O)N4CCN(C(=O)c5ccco5)CC4)n(C)c3nc12 | 1.9% | 3.5% | -6.8% | -3.0% | -13.1%
CCN(CC)S(=O)(=O)c1ccc2oc(Nc3ccc(OC)cc3OC)nc2c1 | 5.8% | 11.6% | -2.2% | -4.1% | -4.1%
CCOC(=O)c1cnc(-n2nc(C)cc2C)nc1NCCc1ccccc1 | i | -16.3% | ? | -11.3% | ?
O=C(c1cc(S(=O)(=O)N2CCOCC2)ccc1Cl)N1CCOCC1 | 1.2% | -8.0% | -2.3% | -3.6% | -11.7%
CCOC(=O)c1c(C)c(C(=O)Nc2ccc(N(C)C)cc2)c(C)n1CC | 6.3% | 20.0% | 0.1% | 2.0% | 0.3%
COc1ccc(/C=N/Nc2nc(N3CCCC3)nc(N3CCCC3)n2)c(OC)c1OC | 0.8% | -5.0% | 5.3% | -9.3% | 25.8%
COc1cc(C)ccc1Oc1nc(-c2ccccc2O)nc2ccccc12 | 1.0% | -0.1% | 3.5% | 2.2% | -20.6%
O=C(CN1CCCCC1)N1CCc2ccccc21 | i | -9.7% | 2.6% | -7.6% | 4.9%
CCOC(=O)[C@@H]1[C@H]2COc3ccc(Br)cc3[C@H]2N2C(=O)N(c3ccc(Br)cc3)C(=O)[C@]12C | 0.2% | 7.3% | -4.3% | -28.4% | 30.3%
O=C(Cc1cccs1)N/N=C/C(Cl)=C/c1ccccc1 | 0.5% | 10.7% | -2.6% | -7.8% | 2.7%
Cc1ccc(CNC(N)=S)cc1 | 1.1% | -14.4% | -7.7% | 2.6% | 12.1%
O=C(/C=C/c1ccco1)N(c1ccccn1)c1ccccn1 | 0.8% | -7.1% | 1.2% | -3.7% | 0.1%
O=C(OC1CCCCC1=O)c1cc(Cl)ccc1[N+](=O)[O-] (configuration not stated) | 0.1% | 5.2% | -3.7% | 9.1% | -1.9%
CC1(C)CC(=O)C(C=Nc2ccc3[nH]ncc3c2)=C(O)C1 | 0.2% | 1.5% | 0.0% | -1.8% | 4.2%
Cc1ccc2c(c1)N(CC(=O)NCCCN1CCOCC1)C(=O)c1cccnc1O2 | 0.6% | 9.4% | -4.1% | -10.6% | -2.0%
Cc1ccc(C(=O)N/C(=C\c2cccs2)C(=O)N2CCOCC2)cc1C | 1.7% | -4.6% | -7.0% | -8.5% | -2.5%
COc1cccc(/C(C)=N/Nc2ccc(S(=O)(=O)N3CCCCC3)cn2)c1 | 5.4% | -6.2% | -2.9% | · | 38.6%
COC(=O)CCCC1=CC2=CC(=O)C(C)(OC(=O)c3cccs3)C(=O)C2=CN1CC1CC1 (configuration not stated) | 2.6% | 9.5% | -5.1% | 13.3% | 21.4%
CCN1C/C(=C/c2ccc(N3CCOCC3)cc2)C(=O)/C(=C/c2ccc(N3CCOCC3)cc2)C1 | ? | 9.3% | 11.8% | -20.6% | 35.6%
O=C(Nc1ccc2c(c1)OCO2)c1ccc2c(c1)S(=O)(=O)c1ccccc1C2=O | 1.1% | -4.7% | 5.2% | -3.2% | -7.8%
CC(C)(C)NC(=O)C(OC(=O)c1cccs1)c1ccccc1 (configuration not stated) | 2.5% | -37.7% | -4.3% | -9.9% | 12.2%
CC(=O)C1C(c2ccc(Cl)cc2)c2c(noc2C)CC1(C)O (configuration not stated) | 0.4% | · | -10.4% | 10.3% | -11.7%
Cc1csc(SCC(=O)NC(=O)NCCC(C)C)n1 | 2.4% | -4.6% | 0.0% | 3.3% | 44.5%
CN(C)CCCN(C(=O)c1ccco1)c1nc2cc3c(cc2s1)OCO3 | i | 11.2% | -0.7% | -0.5% | 17.3%
CC1(C)C(=O)Nc2ccccc2N1C(=O)COC(=O)CCSc1ccccc1 | 2.0% | 2.0% | -6.5% | -6.7% | 24.1%
Cn1ccnc1C1CCCCN1C(=O)c1cc(COc2ccc(F)cc2F)on1 (configuration not stated) | 3.2% | -3.5% | -1.8% | -3.6% | -3.0%
COc1ccc(S(=O)(=O)NCc2cc(=O)n(C)c(=O)n2C)cc1F | 4.3% | -1.5% | 1.4% | 10.4% | -14.3%
Nc1nc(SCC(=O)Nc2ccc([N+](=O)[O-])cc2)[nH]c(=O)c1NC(=O)c1ccc(Br)o1 | 5.0% | -3.6% | -4.6% | -2.5% | 7.0%
COC(=O)c1ccc(S(=O)(=O)N(Cc2ccccc2)Cc2ccccc2)n1C | i | -20.2% | 4.7% | -0.4% | -6.0%
O=C(CS(=O)(=O)c1ccc(Cl)cc1)Nc1nnc(-c2cccs2)o1 | 4.3% | -11.2% | 1.3% | -4.7% | 24.5%
O=C(NCC1CCCO1)c1nc2c(nnn2Cc2ccc(F)cc2)c(=O)[nH]1 (configuration not stated) | i | -4.9% | -0.7% | -9.2% | 46.0%
O=c1[nH]c(=O)n(-c2ccccc2F)c(O)c1/C=C1\C=Nc2ccccc21 | 1.1% | -2.2% | 5.5% | -5.7% | -0.6%
Cc1cccc(-n2c(O)c(C=Nc3ccccc3)c3ccccc3c2=O)n1 | 10.7% | 9.0% | -2.6% | -3.2% | 6.8%
C=CCNC(=S)NC1CC(C)(C)NC(C)(C)C1 | 2.0% | -0.2% | -1.1% | 5.2% | -2.4%
OCCC1CN(CCCc2ccccc2)CCN1CCc1ccccc1 (configuration not stated) | i | 3.6% | -0.5% | 2.1% | 18.6%
COc1ccc(S(=O)(=O)NCc2ccncc2)cc1NC(=O)c1ccccc1C | 4.0% | -0.8% | -0.7% | -4.3% | 0.6%
COc1ccccc1NC(=O)CSc1nncn1-c1cccnc1 | 1.1% | -0.8% | -1.6% | 9.5% | -30.2%
COc1ccc(CCn2c(SCC(=O)Nc3cc(C)on3)nc3ccccc3c2=O)cc1OC | 0.3% | -0.3% | 9.3% | 2.0% | -1.6%
CCc1ccccc1N(C)S(=O)(=O)c1ccc2[nH]cc(C(=O)O)c(=O)c2c1 | i | 4.6% | -6.8% | 4.7% | -1.6%
Cc1csc(NC(=O)CCCc2cccs2)n1 | 0.8% | 0.2% | 0.4% | 0.7% | 13.5%
O=C(NC(Cc1c[nH]c2ccccc12)C(=O)O)c1ccc(Br)cc1 (configuration not stated) | 3.5% | 5.1% | 2.0% | 3.3% | -23.0%
O=C(NCCCN1CCOCC1)NC1CCCCC1 | i | 2.6% | -11.8% | 1.8% | -11.1%
O=C1C(=O)N(Cc2ccco2)C(c2cccc(Cl)c2)/C1=C(\O)c1ccc2c(c1)OCCO2 (configuration not stated) | 0.2% | -10.4% | 1.4% | 1.5% | 22.1%
COc1ccc(CNC(=O)CN(C)S(=O)(=O)c2ccc3c(c2)c(=O)n(C)c(=O)n3C)cc1 | i | -1.3% | -4.9% | -28.3% | 2.4%
Cc1nc2scc(C)n2c(=O)c1S(=O)(=O)N1CCN(c2ccccc2)CC1 | 0.7% | 5.9% | -1.3% | 5.8% | -1.7%
COc1ccccc1CCc1nnc(CCC(=O)N(C)Cc2cccc3cnccc23)o1 | 0.5% | -4.5% | 5.5% | -6.4% | 4.8%

(list continues)
canonical_smiles | inhibitors of VEEV | influenza NS1A | M. tuberculosis HTS | Salmonella PhoP GFP | M. tuberculosis
CCN(CC)S(=O)(=O)c1cccc(NC(=O)C2CC(=O)N(c3ccc4c(c3)OCCO4)C2)c1 (configuration not stated) | 8.7% | -8.2% | 35.0% | -0.6% | 29.3%
COc1nc(-c2ccccc2)ccc1-c1noc(C)n1 | i | -26.5% | -19.1% | 1.4% | 2.4%
Cc1ccc2cc(CCNC(=O)c3ccc(S(=O)(=O)N4CCCCC4)cc3)c(=O)[nH]c2c1 | 8.8% | 3.0% | -4.0% | -6.4% | 59.9%
CCN(CC)CCCn1c(=S)[nH]c2cc(OC)c(OC)cc2c1=O | 1.4% | -3.2% | 2.3% | 1.9% | -6.8%
Cc1ccc(S(=O)(=O)N(C)c2ccc3ccccc3c2)cc1 | 0.3% | -7.2% | 5.2% | -8.0% | 31.8%
O=C(N/N=C/c1ccccc1O)C1CCCC1 | 9.2% | -6.5% | -0.3% | -8.5% | ?
C/C(=N\NC(=S)NCc1ccccc1)c1cccs1 | 1.9% | 0.1% | ? | -1.5% | 39.1%
CSC1CCCCC1(O)CSc1nc2ccccc2o1 (configuration not stated) | 2.6% | 2.4% | -6.7% | 15.9% | 7.5%
CC(C)C(=O)N1CCc2cc(-c3csc(N)n3)ccc21 | 1.0% | 2.9% | -8.4% | -16.6% | 20.6%
O=S(=O)(c1ccc(NCCc2c[nH]c3ccccc23)nc1)N1CCOCC1 | 0.8% | 3.2% | 2.0% | 8.7% | 14.5%
Nc1cc(S(=O)(=O)Nc2ccc(Br)cc2)ccc1Cl | 5.1% | -6.6% | -1.2% | -15.2% | 1.4%
CCOC(=O)c1c(N)n(CCN2CCCCC2)c2nc3ccccc3nc12 | 2.6% | -0.9% | -1.3% | -0.3% | 4.5%
Cc1ccccc1NC(=O)c1cccc(S(=O)(=O)Oc2ccc([N+](=O)[O-])cc2)c1 | 0.6% | 4.3% | 1.9% | -0.8% | 8.5%
Cc1noc(C)c1C(=O)Nc1ccc(Cl)cc1C(F)(F)F | 1.6% | -0.1% | 2.9% | -8.9% | -3.7%
CCN(Cc1ccncc1)C(=O)c1ccc2c(c1)S(=O)(=O)c1ccccc1C2=O | 0.7% | -8.4% | 3.4% | 4.3% | -13.4%
CCC1CCC2(CC1)NC(=O)N(CC(=O)Nc1cc(C)on1)C2=O (configuration not stated) | i | -6.5% | 7.6% | -2.4% | -20.1%
CCOc1ccccc1-c1cc(-c2n[nH]c(=S)n2CC)c2ccccc2n1 | 7.0% | -9.0% | -5.3% | -2.7% | -15.8%
COc1cc(/C=C/c2[nH]c(=O)[nH]c(=O)c2[N+](=O)[O-])cc([N+](=O)[O-])c1O | 1.2% | -1.6% | 2.4% | 0.9% | 1.7%
COc1ccccc1NC(=O)/C(=C\c1cccs1)NC(=O)c1ccco1 | 2.2% | 2.0% | -5.1% | 7.6% | -3.4%
CCOc1ccccc1OCCCCN1CCCC1 | 0.2% | 1.9% | 1.1% | 4.7% | 3.7%

Four entries from above, set out differently.
Second line of a record – inhibitors of VEEV | influenza NS1A | M. tuberculosis HTS | Salmonella PhoP GFP | M. tuberculosis
- CCC1CCC2(CC1)NC(=O)N(CC(=O)Nc1cc(C)on1)C2=O (configuration not stated)
→ i | -6.5% | 7.6% | -2.4% | -20.1%
- CCOc1ccccc1-c1cc(-c2n[nH]c(=S)n2CC)c2ccccc2n1
→ 7.0% | -9.0% | -5.3% | -2.7% | -15.8%
- COc1cc(/C=C/c2[nH]c(=O)[nH]c(=O)c2[N+](=O)[O-])cc([N+](=O)[O-])c1O
→ 1.2% | -1.6% | 2.4% | 0.9% | 1.7%
- COc1ccccc1NC(=O)/C(=C\c1cccs1)NC(=O)c1ccco1
→ 2.2% | 2.0% | -5.1% | 7.6% | -3.4%

Source: PubChem BioAssay
